Source: PubChem
DNMT1 block – human DNMT1 methyltransferase inhibitors, primary screen, biochemical, molecular beacon, fluorescence, HinP1I cleavage, uHTS. inhibition (reported as % activation of signal), % at 10 µM. DNA (cytosine-5)-methyltransferase 1 (Homo sapiens), P26358. 360,000 tested, 0.83% active; in the data active means inhibition above about 50%
Neddyl block – inhibitors of cullin neddylation, primary screen, biochemical, TR-FRET, uHTS, NAE and Ubc12. 360,000 tested, 0.58% active. AID 651699, 2012. calls only at 25 µM; in the data active means inhibition above about 36%
LMPTP block – LMPTP phosphatase inhibitors, primary screen, biochemical, fluorescence intensity, uHTS; Low molecular weight phosphotyrosine protein phosphatase (Homo sapiens), P24666; recombinant LMPTP-A, OMFP fluorogenic substrate; inhibition, % at 20 µM; 360,000 tested, 0.22% active; AID 651560, 2012;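 active means compounds that cut the enzyme signal by at least half of the control window in the single-dose screen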;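 further: plate controls were DMSO wells with enzyme plus substrate for no effect and substrate without enzyme for full effect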
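Test system: LMPTP-A phosphatase enzyme. Amount: LMPTP-A at 0.625 nM final in the reaction. Reagent: OMFP substrate, 400 µM final. Times: 50 min at room temperature. Signal: endpoint fluorescence intensity from OMFP dephosphorylation. Read-out basis: % inhibition. Benchmarks: no-enzyme and uninhibited controls.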
SUMO1 PPI mod – modulators of SUMO1 protein-protein interactions, primary screen, biochemical, uHTS | Small ubiquitin-related modifier 1 (Homo sapiens), P63165 | SUMO1 binding to a labelled peptide, TR-FRET, 1 h | inhibition, % at 20 µM | 360,000 tested, 0.33% active | AID 602429, 2012; in the data active means inhibition above about 37%
Scp-1 inhibitor – Scp-1 phosphatase inhibitors, primary screen, biochemical, colorimetric, uHTS. 340,000 tested, 0.88% active. Recombinant Scp1, phosphopeptide, malachite green phosphate absorbance. inhibition, % at 20 µM. Carboxy-terminal domain RNA polymerase II polypeptide A small phosphatase 1 (Homo …;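 active means inhibition above about 50% at 20 µM, limit read from the data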;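 further: plate controls were DMSO wells with enzyme for no effect and wells lacking enzyme for full effect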
Target sequence (Q9GZU7 76-261 limits assumed): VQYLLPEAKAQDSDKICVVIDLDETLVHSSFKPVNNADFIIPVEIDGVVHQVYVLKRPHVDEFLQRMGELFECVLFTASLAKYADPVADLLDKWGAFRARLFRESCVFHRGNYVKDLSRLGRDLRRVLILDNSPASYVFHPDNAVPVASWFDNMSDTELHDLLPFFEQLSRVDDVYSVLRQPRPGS
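assay system = SCP-1 phosphatase catalytic domain, residues 76-261 | buffer or medium = 50 mM Tris acetate pH 5.5, 0.005% Tween-20, 10 mM MgCl2 | incubation = enzyme reaction 45 min at room temperature, colour 5 min, stabilisation 30 min | signal = Phosphate-binding colour reagent, absorbance read at 630 nm | measure = % inhibition at 20 µM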
SKN-1 inh – suppressors of acrylamide-induced Pgst-4::GFP reporter in worms, primary screen, SKN-1 inhibitor project, whole organism, uHTS, GFP/RFP fluorescence ratio, strain VP596. C. elegans VP596 Pgst-4::GFP/RFP ratio, 24 h. inhibition, % at 21.8 µM. 360,000 tested, 0.49% active;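 active means interference check ratio from 0.5 to 1.5 plus GFP to RFP signal ratio inhibition reaching or exceeding a fixed threshold, cut at about 30% in these data, passing the limit was not always enough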; further: some compounds called inactive have numbers as strong as hits
Tb MetRS inh – T. brucei MetRS inhibitors, primary screen, biochemical, luminescence; purified T. brucei MetRS, ATP depletion, Kinase-Glo luminescence; 360,000 tested, 0.4% active; inhibition, % at 11.9 µM; methionyl-tRNA synthetase (Trypanosoma brucei brucei);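 active means inhibition above a per-plate cutoff of the control wells' mean inhibition plus 3 SD, cut at about 5.5% in these data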;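 further: 0% = DMSO wells median and 100% = median of wells with control inhibitor compound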
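System: purified T. brucei MetRS enzyme / Detection: Kinase-Glo luciferase luminescence reporting remaining unconsumed ATP / Medium: HEPES buffer with MgCl2, KCl, DTT, spermine, BSA, pyrophosphatase / Replication: singlicate, one well per compound / Evaluation: percent inhibition relative to median high and low control wells / Schedule: 2 h aminoacylation at 25 °C after 15 min preincubation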
STEP block – STEP phosphatase inhibitors, primary screen, biochemical, fluorescence intensity, uHTS. AID 588621, 2011. inhibition, % at 20 µM. Tyrosine-protein phosphatase non-receptor type 5 (Homo sapiens), P54829. 360,000 tested, 0.25% active. recombinant STEP, OMFP fluorogenic substrate;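 active means inhibition at 20 µM, scaled per plate between control wells, above about 37%, limit read from the data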;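 further: 0% = DMSO with enzyme and substrate and 100% = substrate only without enzyme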
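medium = Bis-Tris buffer pH 6.0, 2.5 mM DTT, 0.005% Tween 20 | test system = STEP (striatal-enriched tyrosine phosphatase) enzyme, cell-free | measure = normalized % inhibition | compound dosing = 20 µM, 1% DMSO | also added = 25 µM OMFP | schedule = reaction 20 min, ambient temperature | measured by = fluorescence read at 480 nm ex / 540 nm em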
NadD inh – inhibitors of S. aureus NadD, primary screen, biochemical, colorimetric, uHTS; Nicotinate-nucleotide adenylyltransferase NadD (Staphylococcus aureus N315); purified NadD enzyme, colorimetric absorbance read-out; inhibition, % at 20 µM; 360,000 tested, 0.78% active; AID 602399, 2012; in the data active means inhibition above about 26%; further: some compounds past the cut are filed as inactive
CendR NRP1 mod – modulators of CendR peptide binding to NRP-1, primary screen, biochemical, fluorescence polarization, uHTS; 360,000 tested, 0.85% active; AID 602438, 2012; Neuropilin-1 (Homo sapiens), O14786; inhibition, % at 25 µM; FAM-RPARPAR peptide binding to NRP-1;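 active means inhibition or corrected inhibition above about 18%, plus a signal ratio from 0.5 to 1.5, limit read from the data, passing the limit was not always enough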; further: strong numbers were not always called active
Target sequence (O14786 whole entry, looked up): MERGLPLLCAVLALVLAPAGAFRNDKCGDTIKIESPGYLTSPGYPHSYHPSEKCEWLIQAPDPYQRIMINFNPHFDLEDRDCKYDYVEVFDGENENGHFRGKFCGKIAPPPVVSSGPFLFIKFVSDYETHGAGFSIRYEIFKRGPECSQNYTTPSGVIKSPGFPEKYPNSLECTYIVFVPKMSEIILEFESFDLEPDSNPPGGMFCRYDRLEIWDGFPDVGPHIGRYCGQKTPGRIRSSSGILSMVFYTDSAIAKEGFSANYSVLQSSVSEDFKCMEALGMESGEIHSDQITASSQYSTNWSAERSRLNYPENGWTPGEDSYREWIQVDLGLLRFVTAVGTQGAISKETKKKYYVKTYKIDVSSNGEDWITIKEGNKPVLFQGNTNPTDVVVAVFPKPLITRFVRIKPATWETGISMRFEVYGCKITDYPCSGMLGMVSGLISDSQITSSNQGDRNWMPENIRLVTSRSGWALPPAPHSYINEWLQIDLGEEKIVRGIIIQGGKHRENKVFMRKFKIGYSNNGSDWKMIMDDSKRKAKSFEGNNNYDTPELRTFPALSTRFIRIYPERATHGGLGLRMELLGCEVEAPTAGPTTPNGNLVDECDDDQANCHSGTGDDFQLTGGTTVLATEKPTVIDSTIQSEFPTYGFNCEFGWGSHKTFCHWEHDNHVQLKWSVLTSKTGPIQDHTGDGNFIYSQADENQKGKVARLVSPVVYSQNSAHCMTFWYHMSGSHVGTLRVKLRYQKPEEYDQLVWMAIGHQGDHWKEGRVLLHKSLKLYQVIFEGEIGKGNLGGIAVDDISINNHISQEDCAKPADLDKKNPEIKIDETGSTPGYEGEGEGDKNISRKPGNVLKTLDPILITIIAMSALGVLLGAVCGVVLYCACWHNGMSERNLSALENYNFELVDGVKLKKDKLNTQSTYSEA
* marks the source's active call; other numbers are inactive results; i = inactive; x = not tested or not shown.

SMILES,STEP block,Scp-1 inhibitor,NadD inh,SUMO1 PPI mod,CendR NRP1 mod,SKN-1 inh,Neddyl block,DNMT1 block,LMPTP block,Tb MetRS inh
COc1ccc(CNc2nc(NCc3ccc(OC)cc3)n(C(=O)c3ccncc3)n2)cc1,3,3,-3,0,-13,-21,i,1,5.2,-1.0
Cc1ccc(CN2CCC(C(=O)Nc3cccc(-c4cccc(F)c4)c3)CC2)o1,2,0,-4,-1,-3,6,i,-11,-0.3,0.5
O=C(Cn1ncc2c([nH]c3ccccc32)c1=O)Nc1ccc(F)cc1F,-3,1,-1,2,2,8,i,32,-2.4,-0.6
COc1ccccc1NC(=O)Nc1ccnn1C1CCN(C(=O)c2cccnc2)CC1,-1,-5,5,-2,4,-14,i,1,-1.0,-0.7
Cc1ccc(NC(=O)C2SC(=Nc3ccccc3)C(C(=O)Nc3ccc(Cl)cc3)=C2N)cc1 (stereo not drawn),3,-1,7,-9,-10,-6,i,-14,0.2,0.4
O=C(Oc1cc(=O)oc2c1c(=O)n1c3c(cccc23)CC1)c1ccccc1,6,-4,5,20,-11,1,i,4,6.0,0.1
N=c1sccn1CC(=O)NCc1ccc(Cl)cc1Cl,-4,-13,-5,3,-17,13,i,5,-0.9,29*
Cc1cccc(-c2cc(C(=O)Nc3cccnc3)c3ccccc3n2)c1,-1,-2,2,-9,0,24,i,-3,1.2,-0.2
O=C(c1ccccc1)N1CCC(O)(c2cccnc2)CC1,2,3,-6,0,5,-35,i,-1,1.5,-2.0
CC(C)C(NC(=O)c1ccccc1)C(=O)N1CCCCCC1 (stereo not drawn),-1,-4,-6,5,-2,2,i,0,-0.2,-0.3
NC(=O)CSc1nnc(NC(=O)c2ccc(Br)o2)s1,-1,18,0,28,-47,13,i,13,13,0.5
Cc1cccc(NC(=O)c2ccc3c(c2)OCCO3)c1,1,-6,-6,-2,9,16,i,0,1.5,-0.4
COc1cc(OC)cc(C2=Cc3ccccc3C(CC(=O)c3ccco3)N2c2ccc(-c3cnc(OC)nc3)cc2)c1 (stereo not drawn),x,x,24,-4,-10,5,i,x,1.1,0.1
O=C(O)c1cccc(-n2cc(-c3cccc(C(F)(F)F)c3)cn2)c1,2,-7,-5,11,-9,9,i,0,-0.8,-0.5
CCOC(=O)c1sc2nc(C)nc(Nc3ccc(OC)cc3)c2c1C,2,-9,-4,6,-5,-4,i,-5,1.6,0.5
Cc1ccc2sc(N(CCCN(C)C)C(=O)CCS(=O)(=O)c3ccccc3)nc2c1C,-2,-2,-2,-3,12,-9,i,7,0.1,0.5
Cc1cc(C(=O)COC(=O)c2ccc(O)cc2)c(C)n1-c1ccccc1F,-2,-4,-6,1,-19,-10,i,-3,1.3,-0.7
CCCCn1c(=N)c(S(=O)(=O)c2ccc(Br)cc2)cc2c(=O)n3cccc(C)c3nc21,3,23,19,-1,0,-4,i,0,5.4,0.3
COc1ccc(Cl)cc1C(=O)Nc1cc(=O)n(C)c(=O)n1C,1,19,4,3,-4,-10,i,3,-1.1,-0.6
CN(C(=O)Cc1csc(-c2ccccc2)n1)c1c(N)n(Cc2ccccc2)c(=O)[nH]c1=O,-2,-1,4,7,-7,-1,i,0,0.5,-0.2
CCOC(=O)c1csc(NC(=O)c2cc3ccccc3o2)n1,0,-9,-2,-12,18,9,i,-8,-0.9,0.2
Cn1ccnc1SCC(=O)NC12CC3CC(CC(C3)C1)C2,-4,10,5,-3,0,10,i,1,-0.9,-0.9
Cc1cc(=O)oc(C)c1C(=O)NCc1ccccn1,1,-3,-2,2,-3,13,i,5,-2.1,-0.7
CC(C)C(=O)N1CCCC1(C)C(=O)Nc1ccc(-n2cncn2)cc1 (stereo not drawn),0,x,0,0,3,16,i,-1,-0.7,-0.3

Gathered by group, those above containing an NH in an aromatic ring (2)
SMILES,STEP block,Scp-1 inhibitor,NadD inh,SUMO1 PPI mod,CendR NRP1 mod,SKN-1 inh,Neddyl block,DNMT1 block,LMPTP block,Tb MetRS inh
O=C(Cn1ncc2c([nH]c3ccccc32)c1=O)Nc1ccc(F)cc1F,-3,1,-1,2,2,8,i,32,-2.4,-0.6
CN(C(=O)Cc1csc(-c2ccccc2)n1)c1c(N)n(Cc2ccccc2)c(=O)[nH]c1=O,-2,-1,4,7,-7,-1,i,0,0.5,-0.2

(more compounds)
SMILES,STEP block,Scp-1 inhibitor,NadD inh,SUMO1 PPI mod,CendR NRP1 mod,SKN-1 inh,Neddyl block,DNMT1 block,LMPTP block,Tb MetRS inh
Cc1nnc(SCC2=C(C(=O)O)N3C(=O)C(NC(=O)c4cc(F)c(F)cc4Cl)C3SC2)s1 (stereo not drawn),-1,49,5,6,-8,13,i,10,-0.1,-0.3
COc1ccc(-c2coc3cc(O)ccc3c2=O)cc1O,1,12,-1,11,-11,11,i,-1,2.6,-1.4
O=C(NCCc1ccc(Cl)cc1)c1cc(-c2ccncc2)nc2ccccc12,9,-2,-3,-22,-13,5,i,-2,1.8,-0.2
O=C1CC(=C2c3ccccc3-c3ccccc32)C(=O)N1CCCCN1CCN(c2ccccc2)CC1,10,5,48*,-7,-6,1,i,15,34,-0.4
COc1cccc(CNC(=O)CCC2CCCN(C(=O)c3ccc(OC)c(F)c3)C2)c1 (stereo not drawn),0,0,-2,0,8,-7,i,4,-1.0,-0.6
Cc1nc(S(=O)(=O)NC2CCCCC2)c(C#N)c(C)c1Cl,-1,0,-6,2,-3,9,i,2,0.2,-0.6
O=[N+]([O-])c1ccc(Cl)cc1Sc1nc2ccccc2o1,3,-10,-3,-26,-2,8,i,7,3.1,-0.2
Cc1cc(C)n(-c2ccc(C(=O)OCC(=O)Nc3ccc(S(=O)(=O)N4CCCCC4)cc3)cc2)n1,0,-2,5,0,20,3,i,-9,3.5,-0.6
CN(Cc1cccnc1)Cc1c(C(=O)N2CCc3ccccc3C2)nc2ccc(Cl)cn12,-3,1,-3,-2,0,10,i,-5,-1.4,-0.8
CCOC(=O)COc1ccccc1/C=N/O,0,-7,-1,-4,-3,-7,i,2,0.2,0.0
CC(C)(C)c1nn2cnnc2n(/N=C/c2ccccc2)c1=O,1,12,2,0,11,1,i,-2,-1.4,-0.7
CC(C)(C)c1c(Cl)c(O)c(-c2ccccc2)c(=O)n1-c1ccccc1,-8,9,9,6,-8,10,i,-1,-1.4,-0.1

Quoted from the listing for reference:
SMILES,STEP block,Scp-1 inhibitor,NadD inh,SUMO1 PPI mod,CendR NRP1 mod,SKN-1 inh,Neddyl block,DNMT1 block,LMPTP block,Tb MetRS inh
CC(C)(C)c1nn2cnnc2n(/N=C/c2ccccc2)c1=O,1,12,2,0,11,1,i,-2,-1.4,-0.7
CC(C)(C)c1c(Cl)c(O)c(-c2ccccc2)c(=O)n1-c1ccccc1,-8,9,9,6,-8,10,i,-1,-1.4,-0.1

(continued)
SMILES,STEP block,Scp-1 inhibitor,NadD inh,SUMO1 PPI mod,CendR NRP1 mod,SKN-1 inh,Neddyl block,DNMT1 block,LMPTP block,Tb MetRS inh
CC(C)CNC(=O)C1(C)CCCCCN1C(=O)c1cc2ccccc2s1 (stereo not drawn),-2,x,3,-2,-9,16,i,-2,-0.7,0.2
Cc1ccc(CNC(=O)CN2C(=O)CSc3ccc(S(=O)(=O)N4CCC(C)CC4)cc32)cc1,3,-10,-1,7,9,15,i,-1,1.1,-0.3
O=C(COc1ccc(-c2nnco2)cc1)NCc1ccccc1Cl,-3,-1,2,1,-3,4,i,3,-0.3,-0.1
CNC(=O)COC(=O)c1cc2c(s1)CCCC2,-3,-5,-3,-1,6,-9,i,-2,-0.3,0.0
CCOc1ccc(NC(=O)CN(C)C(=O)c2ccc(-c3ccc(C(C)=O)cc3)o2)cc1OCC,0,-6,0,-22,3,3,i,-5,0.1,-0.3
COc1ccc(NC(=O)C2CCCN2S(=O)(=O)c2cccc3cccnc23)c(OC)c1 (stereo not drawn),-1,-3,2,3,4,11,i,-2,-0.5,-0.2
Cn1c(CC(=O)NNC(=O)c2ccc(F)cc2Cl)nc2ccccc21,2,-8,0,43*,1,9,i,0,-0.5,0.2
CCOC(=O)C1Cc2ccccc2C(=O)O1 (stereo not drawn),0,-5,-1,-3,9,21,i,0,-0.4,0.2
Cc1cccc(C)c1-n1c(C)cc(/C=N/NC(=O)CSc2ncccn2)c1C,-3,-8,-6,1,0,11,i,-5,-0.5,0.1
Cc1ccc(OCCC(=O)OCC(=O)NC(=O)NC2CCCC2)cc1,0,-4,-3,2,2,-4,i,10,0.6,-0.6
CCCCCCCC1(C)NC(=O)NC1=O (stereo not drawn),3,-2,-4,3,9,-3,i,-2,0.0,0.8
COc1ccccc1CNC(=O)c1cc(-c2cccnc2)nc2ccccc12,3,-1,5,-14,-4,1,i,0,-1.7,0.3
O=C(c1cccnc1Nc1ccccc1F)N1CCOCC1,-2,5,0,3,-10,1,i,-3,-0.8,-1.9
CCCOC(=O)c1ccc(NC(=O)COC(=O)C2CCN(c3ccc(C(F)(F)F)cn3)CC2)cc1,-1,8,11,3,-16,1,i,-17,4.5,-0.3
OCC1(Cc2ccccc2)CCCN(Cc2ccn[nH]2)C1 (stereo not drawn),2,-3,-7,0,-1,11,i,1,-2.5,-0.6
CCOC(=O)C1CCCN(C(=O)c2csc(-c3ccc4c(c3)CCO4)n2)C1 (stereo not drawn),-3,-7,-8,-3,10,-4,i,0,0.8,0.0
Cc1ccc(-c2noc(C3CCCN(C(=O)C4CCCCC4)C3)n2)o1 (stereo not drawn),3,-3,-4,-2,-7,-4,i,-3,-1.3,-0.7
CCN1C(=O)[C@H]2[C@@H](c3ccc(C(F)(F)F)cc3)N[C@]3(CCCN(Cc4ccc(C(F)(F)F)cc4)C3=O)[C@H]2C1=O,1,x,3,0,-5,-5,i,4,0.0,-1.1
Cc1ccc(S(=O)(=O)/N=C2/NC(=O)/C(=C\c3ccccc3)S2)cc1,1,-15,6,7,-49,16,i,6,0.3,-0.4
